Screens as filed in PubChem BioAssay.
CHRM5 agonist: CHRM5 agonism in calcium assay; P08912; CHO-K1 hM5 cells, Fluo-8 calcium fluorescence; 0% DMSO wells, 100% maximal acetylcholine response; activation, % at 3 µM; 0.19% of 360,000 active; AID 624037;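 active = activation above the run's mean over test compounds plus 3 SD, cut at about 23% in these data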;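 note: signal is peak over basal fluorescence ratio across the kinetic read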
Target sequence (P08912 whole entry, looked up): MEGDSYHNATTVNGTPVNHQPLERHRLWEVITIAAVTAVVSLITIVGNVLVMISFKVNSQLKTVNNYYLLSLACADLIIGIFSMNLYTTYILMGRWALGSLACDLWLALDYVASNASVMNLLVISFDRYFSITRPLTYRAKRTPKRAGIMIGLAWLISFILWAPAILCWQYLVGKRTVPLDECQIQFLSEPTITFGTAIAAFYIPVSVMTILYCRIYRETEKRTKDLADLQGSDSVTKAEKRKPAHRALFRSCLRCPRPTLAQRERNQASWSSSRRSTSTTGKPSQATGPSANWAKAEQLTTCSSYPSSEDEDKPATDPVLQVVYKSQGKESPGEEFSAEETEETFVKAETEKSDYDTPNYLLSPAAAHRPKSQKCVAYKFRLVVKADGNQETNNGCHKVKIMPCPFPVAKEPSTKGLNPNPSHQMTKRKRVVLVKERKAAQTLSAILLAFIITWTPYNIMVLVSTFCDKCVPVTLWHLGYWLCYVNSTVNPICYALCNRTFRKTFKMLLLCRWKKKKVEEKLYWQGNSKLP
CHRM1 PAM: positive allosteric modulators of human M1 muscarinic receptor | CHO-K1 hM1, Fluo-8 calcium fluorescence, ACh EC20; 0% = ACh EC20, 100% = maximal ACh | activation, % at 3 µM | 0.088% of 360,000 active | AID 588819; in the data active = activation above about 19%, passing the limit was not always enough
Target sequence (P11229 whole entry, looked up): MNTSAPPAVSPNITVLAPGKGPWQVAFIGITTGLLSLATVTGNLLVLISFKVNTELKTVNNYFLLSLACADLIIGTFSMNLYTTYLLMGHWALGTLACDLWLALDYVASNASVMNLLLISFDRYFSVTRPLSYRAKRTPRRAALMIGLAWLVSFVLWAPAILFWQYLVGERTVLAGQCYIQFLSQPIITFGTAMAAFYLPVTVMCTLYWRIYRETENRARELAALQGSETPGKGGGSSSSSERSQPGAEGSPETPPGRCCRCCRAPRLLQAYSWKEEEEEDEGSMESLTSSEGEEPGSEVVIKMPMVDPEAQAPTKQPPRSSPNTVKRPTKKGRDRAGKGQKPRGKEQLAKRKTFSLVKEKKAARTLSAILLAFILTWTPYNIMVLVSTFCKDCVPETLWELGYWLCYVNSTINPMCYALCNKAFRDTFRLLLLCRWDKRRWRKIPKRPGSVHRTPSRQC
CHRM5 antagonist: antagonists of human muscarinic M5 receptor (CHRM5) | CHO-hM5 cells, Fluo-8 calcium fluorescence, ACh EC80 | P08912 | inhibition, % at 3 µM | AID 624040 | 0.59% of 360,000 active;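 active = inhibition above a per-plate cutoff, the mean of that plate's test compounds plus 3 SD, cut at about 27% in these data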;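 note: 0% = acetylcholine EC80 with DMSO and 100% = DMSO without agonist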
CHRM1 antagonist: antagonists of human M1 muscarinic receptor; 1.3% of 360,000 active; inhibition, % at 3 µM; CHO-K1 hM1, Fluo-8 calcium fluorescence, ACh EC80 antagonist; P11229;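 active = percent inhibition above its own plate's cutoff, namely the mean of that plate's compound wells plus 3 SD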;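 note: peak over basal fluorescence ratio during 140 s after agonist addition; 0% = ACh EC80 plus DMSO and 100% = DMSO alone without agonist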
CRFBP-R2 agonist: agonists of human CRF-binding protein/CRF-R2 receptor complex. HEK293 CRF-R2/CRF-BP, calcium dye fluorescence (FLIPR); percent of saturating CRF peptide response. activation, % at 13.2 µM. 0.46% of 350,000 active. AID 588473;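 active = activation of at least 50%, plus an integration ratio under a set limit after plate pattern correction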;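 note: plate controls were neutral control wells without compound for no effect and CRF at EC100 for full effect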
M4 antag: antagonists of human muscarinic M4 receptor (CHRM4); AID 624125; CHO-hM4 cells, ACh EC80, Fluo-8 calcium fluorescence; inhibition, % at 3 µM; 0.73% of 360,000 active;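 active = inhibition above its plate's cutoff, the mean inhibition of sample wells plus 3 SD, cut at about 27% in these data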;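 note: 0% = acetylcholine EC80 with DMSO and 100% = DMSO without agonist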
M4 PAM: positive allosteric modulators of human muscarinic M4 receptor | P08173 | CHO-K1 hM4/Gqi5, Fluo-8 calcium fluorescence, ACh EC20; 0% = ACh EC20, 100% = maximal ACh | activation, % at 3 µM | 0.4% of 360,000 active;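 active = activation above its plate's cutoff, the mean activation of sample wells plus 3 SD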; note: some results filed as inactive read as strong as hits
M4 ag: CHRM4 agonism in calcium assay; P08173; AID 624127; 0.14% of 360,000 active; activation, % at 3 µM; CHO-K1 hM4/Gqi5, Fluo-8 calcium fluorescence; vehicle 0%, full acetylcholine response 100%;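 active = activation above the run mean over all test wells plus 3 SD, cut at about 32% in these data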;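 note: peak over basal fluorescence ratio per well then scaled between controls; 0% = DMSO wells and 100% = acetylcholine at EC100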
CHRM5 PAM: CHRM5 positive allosteric modulation; activation, % at 3 µM; P08912; 0.3% of 360,000 active; CHO-K1 hM5, Fluo-8 calcium, ACh EC20 PAM; 0% = ACh EC20, 100% = ACh EC100;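 active = activation above the run cutoff, the mean activation of all test compounds plus 3 SD, cut at about 18% in these data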
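Assay system: CHO-K1 hM5 cells. Also added: acetylcholine at EC20 concentration, added after compound. Dosing: 3 µM, single dose. Times: compound preincubation 140 s before EC20 acetylcholine addition. Signal: Fluo-8 calcium fluorescence. Measure: % activation relative to EC20 and EC100 ACh responses. Repeats: singlicate, one well per test compound.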
Numbers without * were called inactive; / = no result given.

Molecule | CHRM5 agonist | CHRM1 PAM | CHRM5 antagonist | CHRM1 antagonist | CRFBP-R2 agonist | M4 antag | M4 PAM | M4 ag | CHRM5 PAM
CCCCC(CC)CNC(=O)C(Cc1ccccc1)NS(=O)(=O)c1ccc2c(c1)CCC(=O)N2 (stereo not given) | 7 | 5 | 9 | -5 | -0.3 | -7 | -8 | 1 | 1
C=C(C)CN=CC1(C)CCC(C)=CO1 (stereo not given) | 0 | 12 | 15 | -20 | 0.6 | -10 | 6 | 1 | -4
COc1ccc(C[C@H]2CN3C(=NC[C@@H]3C(C)C)N2CCNC(=O)c2ccc(C)c(Br)c2)cc1 | -7 | 1 | 8 | 0 | -1.1 | 15 | -10 | 2 | -3
CCOC(=O)C1(Cc2cccc(Cl)c2)CCCN(C(=O)CCC(=O)N(C)C)C1 (stereo not given) | -2 | 6 | 9 | -3 | 1.2 | -1 | 9 | 1 | -3
O=S(=O)(NCc1ccccc1)c1ccc(NC(=S)NCc2ccco2)cc1 | 12 | 4 | 15 | -2 | 5.9 | 2 | -4 | 10 | -5
O=C(c1ccccc1)c1cc(-c2ccccn2)c(N2CCOCC2)s1 | -2 | -4 | 7 | 0 | -0.5 | -7 | 0 | 2 | -5
CCOc1ccccc1NCc1cc(=O)oc2cc(C)c(O)cc12 | -5 | 4 | 3 | -8 | -1.7 | -11 | 4 | 2 | -2
CC(C)CC1(C)NC(=O)N(CC(=O)Nc2ccc(F)c(F)c2F)C1=O (stereo not given) | 5 | -2 | 8 | 7 | -1.8 | 1 | 0 | 2 | -1
COC(=O)[C@@]12CCCCN1[C@H](c1ccc(-c3ccc(F)cc3)c(OC)c1)[C@H]1C(=O)N(C)C(=O)[C@H]12 | 2 | 12 | -8 | 2 | 3.1 | -5 | 6 | 0 | 0
COc1ccc(OCc2nnc(NC(=O)Nc3ccccc3F)s2)cc1 | 1 | 5 | 8 | -18 | 1.7 | -4 | 14 | 0 | -1
CCOC(=O)c1ccccc1NC(=O)CCNC(=O)Cn1cnc2ccccc2c1=O | -4 | -1 | 3 | 2 | -0.8 | -4 | 4 | 0 | -2
O=C(NCc1ccccc1)C1CCN(C(=O)NCc2ccccc2)CC1 | 0 | -3 | 1 | 4 | -3.4 | 6 | -3 | 0 | -3
COC(=O)[C@@H](CC(C)C)NS(=O)(=O)N(Cc1ccccc1)[C@@H](CC(C)C)C(=O)OC | -3 | -3 | 14 | 6 | -0.1 | 11 | -10 | 11 | -27
O=C(NCCN1CCOCC1)C1CC(=O)N(c2cccc(C(F)(F)F)c2)C1 (stereo not given) | 2 | -2 | 4 | 9 | -0.1 | 0 | 6 | 1 | 6
O=c1[nH]c2cc(Cl)c([N+](=O)[O-])nc2[nH]1 | -1 | 9 | -1 | -10 | 7.7 | 0 | -1 | 0 | -4
Cc1cccc(NC(=S)Nc2c(C)n(C)n(-c3ccccc3)c2=O)c1C | -3 | 13 | 4 | -8 | 0.8 | -12 | 12 | 1 | 0
O=C(O)c1cc(-c2ccc(/C=C3\NC(=O)N(c4ccc(Cl)cc4)C3=O)o2)ccc1Cl | 0 | 4 | -3 | -2 | 3.9 | -3 | 9 | 1 | -9
Cc1cccc(-c2cnn(-c3cccc([N+](=O)[O-])c3)c2N)c1 | -7 | -13 | 18 | 7 | -0.3 | 13 | -10 | 4 | -20
CC(C)NS(=O)(=O)c1ccc(NC(=O)C(C)OC(=O)CCCOc2ccccc2)cc1 (stereo not given) | 0 | -5 | 10 | 6 | -1.3 | 4 | -6 | 8 | -8
Cc1ccc(CN2CC(C(=O)Nc3ccc(C)cn3)CC2=O)cc1 (stereo not given) | 5 | 12 | -10 | -15 | 0.8 | -19 | 13 | 2 | 9

The listing continues:
Molecule | CHRM5 agonist | CHRM1 PAM | CHRM5 antagonist | CHRM1 antagonist | CRFBP-R2 agonist | M4 antag | M4 PAM | M4 ag | CHRM5 PAM
CCOC(=O)N1CCN(CC(=O)Nc2c(C(=O)OC)[nH]c3cc(C)ccc23)CC1 | 4 | 3 | 2 | -4 | -5.5 | -6 | 8 | 1 | -4
CC(=O)N1c2ccc(S(=O)(=O)N3CCC(C(=O)NCc4ccc(Cl)cc4)CC3)cc2CC1C (stereo not given) | -3 | 5 | 4 | -6 | 1.1 | 0 | -4 | 11 | -6
CCCNC(=O)C1(C)CCN(Cc2ccc(-c3ccccc3)o2)C1 (stereo not given) | -1 | 5 | -3 | -12 | / | -13 | 1 | 2 | 5
CC1CC(=O)N(CC(=O)NCc2ccc(F)cc2)c2ccccc2S1(=O)=O (stereo not given) | -3 | 4 | -4 | -10 | 0.7 | 8 | -2 | 1 | -2
O=C(/C=C/c1ccccc1)NCCN1CCOCC1 | 0 | 1 | 6 | 0 | 0.7 | 3 | -4 | 0 | -6
CCn1c(SCc2ccc(C(=O)OC)o2)nnc1-c1c[nH]c2ccccc12 | 1 | -3 | 0 | -4 | 0.1 | -17 | 4 | 4 | -3
O=C(O)COc1ccccc1/C=C1\SC(=S)N(/N=C/c2ccccc2O)C1=O | -2 | 4 | 0 | -12 | 3.0 | 15 | 16 | 1 | 3
O=C(CN1C(=O)S/C(=C\c2ccc(Cl)cc2)C1=O)NC1C=CS(=O)(=O)C1 (stereo not given) | -3 | 2 | 12 | -1 | -0.8 | 2 | -3 | 1 | -3
CSc1nsc(SCC(=O)N2CCCCC2)n1 | -5 | 0 | 3 | 7 | -0.4 | -2 | -1 | 1 | 2
CC1=C(C(=O)Nc2ccc(C(=O)NC(C)c3ccccc3)cc2)SCCO1 (stereo not given) | -2 | 7 | -5 | -12 | 2.0 | -11 | -4 | 1 | -3
COc1ccccc1NC(=O)CCc1nnc2ccc(N3CCCCC3)nn12 | -7 | 4 | 10 | -12 | -1.0 | 10 | -3 | 2 | -1
C/C(=C\C#N)n1nc(C)cc1N | 1 | 9 | -4 | -5 | 3.6 | -10 | 3 | 1 | 1
CC(=O)Nc1ccc(NC(=O)CSc2nc3[nH]ncc3c(=O)n2-c2ccccc2)cc1 | 0 | 11 | -5 | -4 | 1.4 | 7 | 20* | -1 | 10
O=C(CSc1nc2ccccc2[nH]1)NCc1ccc(F)cc1 | 2 | 9 | 4 | -8 | -2.4 | -15 | 2 | 7 | 4
COc1ccc(/C=C2\SC(=O)N(CC(=O)NCCCn3ccnc3)C2=O)cc1 | -4 | 10 | 2 | -9 | -0.6 | 1 | 2 | 1 | 3
NS(=O)(=O)c1ccc(NCCCn2ccnc2)c([N+](=O)[O-])c1 | -3 | 6 | 10 | 8 | -1.5 | -8 | -1 | 1 | 1
Cc1ccc(OC(=O)CCC(=O)Nc2ccc(C)c(C)c2)cc1 | 0 | 15 | 10 | -16 | -1.0 | 0 | -11 | 0 | -4
Cc1cccc(Oc2nc3c(c(=O)n(C)c(=O)n3C)n2C)c1 | -1 | 9 | -9 | -12 | 0.2 | -15 | 8 | 2 | 14
COc1cccc(CNc2nc(C(F)(F)F)nc3ccccc23)c1 | -6 | 2 | -2 | 0 | 0.9 | -14 | -9 | 8 | 1
Cc1cc(N2CCN(C)CC2)nc2ccc(NC(=O)CCC(=O)NCCCOC(C)C)cc12 | -1 | 2 | 6 | -3 | -1.7 | 6 | -1 | 0 | -5

Compound profiles, from the list above. Order of screens: CHRM5 agonist, CHRM1 PAM, CHRM5 antagonist, CHRM1 antagonist, CRFBP-R2 agonist, M4 antag, M4 PAM, M4 ag, CHRM5 PAM
Entry for CCn1c(SCc2ccc(C(=O)OC)o2)nnc1-c1c[nH]c2ccccc12 → 1, -3, 0, -4, 0.1, -17, 4, 4, -3
Entry for O=C(/C=C/c1ccccc1)NCCN1CCOCC1 → 0, 1, 6, 0, 0.7, 3, -4, 0, -6

The results go on.
Molecule | CHRM5 agonist | CHRM1 PAM | CHRM5 antagonist | CHRM1 antagonist | CRFBP-R2 agonist | M4 antag | M4 PAM | M4 ag | CHRM5 PAM
Cc1cc(C)cc(N(CCC(=O)Nc2nnc(C3CC3)s2)S(=O)(=O)c2ccc(Cl)cc2)c1 | 1 | 5 | 4 | 1 | 0.2 | 1 | 21* | 0 | 2
COc1ccc(CSc2nc(C)[nH]c2[N+](=O)[O-])cc1[N+](=O)[O-] | 5 | 7 | -5 | -12 | 0.9 | -20 | 9 | 3 | 4
CCCCN(CCCC)C(=O)CN(C)S(=O)(=O)c1ccc2c(c1)n(C)c(=O)c(=O)n2C | 0 | 4 | 5 | 0 | 0.3 | 3 | 8 | 0 | 4
COc1cccc(CNc2nc3cc(-c4cccc(C(F)(F)F)c4)sc3c(=O)n2C)c1 | 0 | 7 | 1 | -16 | / | -4 | 2 | 0 | 1
Cc1ccc(-c2noc(CNCCCN(C)C)n2)cc1 | -9 | -4 | -15 | -17 | 4.6 | -10 | 1 | 0 | 7
O=C(c1nc2ccc(Cl)cn2c1CNCCn1ccnc1)N1CCCCCCC1 | -5 | -3 | 14 | 4 | 1.6 | 0 | -6 | 0 | -6
CCc1ccccc1N(C(=O)Cn1nnc2ccccc21)C(C(=O)NCCOC)c1ccco1 (stereo not given) | -1 | 1 | -3 | -2 | -0.1 | -2 | -1 | 1 | -4
O=C(NCc1ccc2c(c1)OCO2)Nc1ccc2ccccc2c1 | 5 | 2 | 10 | -7 | 5.7 | 22 | -7 | 0 | -3
O=C(CS(=O)(=O)Cc1ccccc1)Nc1ccccn1 | -1 | 4 | 5 | -14 | 0.1 | -6 | 0 | 1 | -1
CCCCCC(=O)N/N=C(\C)c1ccc(Cl)cc1 | -2 | 9 | 1 | -8 | 6.8 | -9 | 6 | 2 | 4
COc1ccc(CNC(=O)COc2cc3c(c4oc(=O)cc(C)c24)CCC(C)(C)O3)c(OC)c1 | -1 | -17 | 14 | 15 | / | -5 | -10 | 16 | -21
Cc1ccc2c(C)c(C(=O)N(C)CCC3CCCCO3)oc2c1C (stereo not given) | -4 | 6 | 2 | -9 | -13 | 0 | 2 | 0 | -2
COc1ccc(S(=O)(=O)N2CCCCC2)cc1C(=O)Nc1cc(C)on1 | -3 | 8 | 18 | -7 | 0.0 | -1 | 0 | 1 | -6
NC(=O)C(Cc1ccccc1)NS(=O)(=O)c1ccc(N2CCCC2=O)cc1 (stereo not given) | -1 | 7 | 10 | -7 | 2.0 | 3 | -4 | 1 | -2
N#CCSc1nnc(N)s1 | -1 | 1 | 5 | 2 | 3.9 | -10 | 10 | 1 | -5
Cc1c(C(=O)Nc2ccc(Nc3ccccc3)cc2)cccc1[N+](=O)[O-] | 0 | 3 | 0 | -6 | 1.7 | -4 | -5 | 11 | 6
CC1(C)CC(=O)C(C=Nc2ccc3cn[nH]c3c2)=C(O)C1 | 4 | 16 | 1 | -17 | -2.3 | -3 | 3 | 4 | 1
O=C(Nc1ccccc1)Nc1ccc(C(=O)N2CCOCC2)cc1 | 0 | 2 | 2 | 6 | -0.6 | -1 | -4 | 2 | -2
CC(=O)c1cc2c(cc1NC(=O)c1cccc(S(=O)(=O)N3CCN(C)CC3)c1)OCO2 | 2 | 6 | 10 | 6 | -0.9 | -2 | 4 | 1 | 9
COc1ccccc1N1CCN(CCC(=O)Nc2cccc(Cl)c2)CC1 | -1 | 8 | 1 | -13 | -1.1 | -7 | -3 | 10 | -6
CC(=O)Nc1nnc(CCS(=O)(=O)c2ccc(C)c(C)c2)s1 | 1 | 20 | -8 | -15 | 0.6 | -8 | 12 | 1 | 12

Rows were taken by chance; 2.8% or so of the library scored in one or more.
